Pf apPOL inh: Pf-apPOL DNA polymerase inhibition; Recombinant Pf-apPOL, molecular beacon fluorescence, 1.5 h; inhibition, % at 10 µM; hit rate 0.25% among 210,000
mHTT-CaM PPI inh: mHTT-calmodulin interaction abrogation; inhibition, % at 15 µM; P42858; hit rate 3.6% among 190,000; AID 1671202; AlphaScreen His-mHTT/GST-CaM binding, luminescence;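 note: 0% = both proteins with DMSO and 100% = one protein alone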
Starred values were filed as active, the others as inactive; & = joins results of further samples. Cut-off read from the data, not from the text of the source: active = inhibition above about 50%; inactive = the rest. These rows are one share of the data; rates above refer to the full screens.

Screening COCCNS(=O)(=O)c1ccc(Cl)cc1 returned Pf apPOL inh -11.9 and mHTT-CaM PPI inh -1.7.
`Cc1nc(-c2cc(S(=O)(=O)N(C(C)C)C3CCCCC3)c(C)s2)sc1C` gave Pf apPOL inh -0.7 and mHTT-CaM PPI inh -16.2.
For Cc1cc(I)ccc1NC(=O)CCN1C(=O)c2cccc([N+](=O)[O-])c2C1=O the results were Pf apPOL inh 2.8&3.1 and mHTT-CaM PPI inh 0.0&-4.3.
`CCC(=O)Oc1cccc(N2C(=O)C3C4C=CC(C4)C3C2=O)c1` (stereo unspecified) gave Pf apPOL inh -2.5 and mHTT-CaM PPI inh -2.2.
Cc1oc(C2CCN(S(=O)(=O)Cc3ccccc3)CC2)nc1C(=O)N1CCOCC1 was read as Pf apPOL inh -5.6 and mHTT-CaM PPI inh 1.8.
CSC(=S)NNC(=O)c1cc(C)[nH]n1 was read as Pf apPOL inh 41.7.
COc1ccc(CNC(=O)O[C@H]2CC[C@@]34CCCN3C(=O)CCC[C@H]4C2)cc1OC was read as Pf apPOL inh -1.0 and mHTT-CaM PPI inh -6.3.
Screening C=CCNC(=O)c1n[nH]c2c1CN(C(=O)Cc1ccccc1F)CC2 returned Pf apPOL inh -4.6 and mHTT-CaM PPI inh 26.0.
Screening COCCc1nc(C2CCCN(C(=O)C3(c4ccccc4)CC3)C2)n[nH]1 (stereo unspecified) returned Pf apPOL inh -2.6 and mHTT-CaM PPI inh -4.5.
`O=C(NC1CCCN(c2cc(N3CCCC3)ncn2)C1)c1ccsc1` (stereo unspecified) gave Pf apPOL inh -2.6 and mHTT-CaM PPI inh -0.7.
Screening O=C(NC1CCCC1)c1cccc(-c2cnc(N3CCCC3)nc2)c1 returned Pf apPOL inh 6.8 and mHTT-CaM PPI inh -8.8.
COc1ccc(CCC(=O)N2CCC(c3cc(N)on3)CC2)cc1 was read as Pf apPOL inh -1.5 and mHTT-CaM PPI inh -1.2.
For CCN1CCCC1CNC(=O)c1cc(-c2ccc(Cl)s2)nc2ccccc12 (stereo unspecified) the results were Pf apPOL inh -2.5 and mHTT-CaM PPI inh 4.0.
Cc1ccc(Nc2ncnc3c2nc2n3CCCC2)cc1C was read as Pf apPOL inh 0.6 and mHTT-CaM PPI inh -3.7.
`CC(=O)N(Cc1ccco1)c1nc2c(Cl)cccc2s1` gave Pf apPOL inh -4.4 and mHTT-CaM PPI inh -13.8.
`Cc1cc(C)c(S(=O)(=O)NCCn2cnc(-c3ccccc3)cc2=O)cc1C` gave Pf apPOL inh -12.6 and mHTT-CaM PPI inh -5.4.
`COCCn1cc(NC(=O)N2c3ccccc3CC2C)c2ccccc21` (stereo unspecified) gave Pf apPOL inh -4.6 and mHTT-CaM PPI inh 11.5.
For O=C(Nc1ccc(Oc2ccccc2)cc1)Nc1cccs1 the results were Pf apPOL inh -3.5.
For CN(Cc1cccs1)C(=O)NC1CCCC1 the results were Pf apPOL inh 1.2 and mHTT-CaM PPI inh 0.3.
CN(C)C1CN(Cc2cn(Cc3ccc(Cl)cc3)nn2)S(=O)(=O)C1 (stereo unspecified) was read as Pf apPOL inh -10.1 and mHTT-CaM PPI inh -14.3.
`O=C(c1cc2n(n1)CCCN(Cc1ccc(F)cc1)C2=O)N1CCCC1` gave Pf apPOL inh 0.1 and mHTT-CaM PPI inh -3.0.
O=C(Nc1c(C(=O)Nc2ccccc2F)oc2ccccc12)c1ccc(Br)o1 was read as Pf apPOL inh 1.4 and mHTT-CaM PPI inh -19.8.
`Cc1ccc(CCC(=O)Nc2ccc([N+](=O)[O-])cc2Cl)o1` gave Pf apPOL inh -8.8 and mHTT-CaM PPI inh 5.9.
For COC(=O)C1CN(Cc2cn(Cc3ccccc3)nn2)CCS(=O)(=O)N1Cc1ccc(C)cc1 (stereo unspecified) the results were Pf apPOL inh -3.7 and mHTT-CaM PPI inh -2.0.
Screening O=C(NC1CC1)c1ccc(-n2nc(N3CCCC3)ccc2=O)cc1 returned Pf apPOL inh 0.4 and mHTT-CaM PPI inh -3.6.
CCC(=O)N1CCN(c2nc(C)nc(C(C)(C)C)c2Cc2ccccc2F)CC1 was read as Pf apPOL inh -3.5 and mHTT-CaM PPI inh 12.2.
For CCOC(=O)c1c(NC(=O)CSc2nnc3ccccn23)sc2c1CCC(C)C2 (stereo unspecified) the results were Pf apPOL inh -4.2 and mHTT-CaM PPI inh 11.9.
`CN1CCN(C(=O)CCCOc2ccc(Cl)cc2Cl)CC1` gave Pf apPOL inh -6.9 and mHTT-CaM PPI inh 4.6.
For Cc1ccc(NC(=O)CSc2ccccn2)cc1 the results were Pf apPOL inh 2.8 and mHTT-CaM PPI inh -4.8.
Cc1ccc(NCCNS(=O)(=O)Cc2ccccc2)nn1 was read as Pf apPOL inh -7.1 and mHTT-CaM PPI inh -15.1.
Screening CCn1c(=O)c(C(=O)NC(C)C)nc2cc(C)c(C)cc21 returned Pf apPOL inh -1.0 and mHTT-CaM PPI inh 0.8.
For CCCOc1ccccc1C=C1Oc2ccc(C(=O)OC)cc2C1=O the results were Pf apPOL inh -6.0 and mHTT-CaM PPI inh 4.2.
For COc1ccc(Nc2nc(Cl)nc(NCc3ccco3)n2)cc1 the results were Pf apPOL inh 14.2 and mHTT-CaM PPI inh 9.0.
Screening CN(C)C(=O)c1cc(=O)[nH]c2c(Cl)cccc12 returned Pf apPOL inh -0.7 and mHTT-CaM PPI inh 2.1.
Screening NC(=O)CSc1nc2ccccc2n1Cc1ccccc1Cl returned Pf apPOL inh -4.1&-4.7 and mHTT-CaM PPI inh 12.0&26.4.
O=C(NCc1ccccc1)C1CC(=O)N(CCc2c[nH]c3ccc(F)cc23)C1 (stereo unspecified) was read as Pf apPOL inh -0.8 and mHTT-CaM PPI inh 8.2.
`CN1c2ccsc2-c2nc(SCc3ccc(Cl)cc3)ncc2S1(=O)=O` gave Pf apPOL inh 4.7.
For COc1ccc(-c2nnc(SCc3nnc(-c4ccccc4)o3)n2-c2ccccc2)cc1 the results were Pf apPOL inh -5.0 and mHTT-CaM PPI inh 3.8.
O=C1CCCN2N=C(SCC(=O)Nc3ccccc3C(F)(F)F)SC2=N1 was read as Pf apPOL inh -1.5 and mHTT-CaM PPI inh -5.0.
For CC(CNC(=O)C1CCN(c2nc3cccnc3s2)CC1)c1ccccc1 (stereo unspecified) the results were Pf apPOL inh -0.3 and mHTT-CaM PPI inh -2.1.
For Cc1ccccc1NC(=O)c1cnc(-c2ccccc2)nc1-c1ccncc1 the results were Pf apPOL inh 0.0 and mHTT-CaM PPI inh -8.1.
O=c1/c(=C/c2cccnc2)sc2n1CN(c1cccc(C(F)(F)F)c1)CN=2 was read as Pf apPOL inh -6.8 and mHTT-CaM PPI inh 0.0.
For Cc1cc(CNS(=O)(=O)c2cccc(Cl)c2C)c(C)o1 the results were Pf apPOL inh -0.2 and mHTT-CaM PPI inh -1.0.
CC(C)C(=O)NCCc1csc(C2CCN(C(=O)C3CCCC3)CC2)n1 was read as Pf apPOL inh -2.7 and mHTT-CaM PPI inh 4.3.
`Cc1cccc(CC(=O)N2CC3CC2CC3NC(=O)c2cccs2)c1` (stereo unspecified) gave Pf apPOL inh 0.4 and mHTT-CaM PPI inh -3.0.
Cc1ccc(NC(=O)c2ccccc2Sc2ccc([N+](=O)[O-])cc2)c(C)c1 was read as Pf apPOL inh -28.5 and mHTT-CaM PPI inh 13.3.
`Cc1[nH]nc(-c2ccc(O)c(O)c2O)c1-c1ccccc1` gave Pf apPOL inh 0.4 and mHTT-CaM PPI inh 91.2*.
For COc1cc(S(=O)(=O)NC2CC(C)(C)NC(C)(C)C2)c(C)cc1Br the results were Pf apPOL inh 1.3 and mHTT-CaM PPI inh -2.0.
`CC[n+]1c(/C=C/C=C2/N(C)c3ccccc3C2(C)C)sc2ccccc21` gave Pf apPOL inh -74.8.
`Cc1ccc(NC(=O)Cc2nnc(-c3ccc4ncccc4c3)o2)cc1C` gave Pf apPOL inh 1.7 and mHTT-CaM PPI inh 13.2.
Screening O=C(NCCCN1CCOCC1)c1cccc(N2CCNC(c3ccccc3)C2)n1 (stereo unspecified) returned Pf apPOL inh -3.8 and mHTT-CaM PPI inh -2.1.
CCC(C)NS(=O)(=O)c1ccc(F)c(C(=O)Nc2c(F)cc(F)cc2Br)c1 (stereo unspecified) was read as Pf apPOL inh -2.6 and mHTT-CaM PPI inh 0.0.
COc1ccc(CNC(=O)C[C@H]2C(=O)N(Cc3ccc(OC)cc3)C[C@@H]2Cc2ccccc2)cc1 was read as Pf apPOL inh -4.2 and mHTT-CaM PPI inh 22.0.
For COc1ccc(NC(=O)c2ncn(-c3ccccc3C)n2)cc1 the results were Pf apPOL inh -0.6 and mHTT-CaM PPI inh 6.7.
C=CCSc1nc2c(c(=O)[nH]1)C1(CCCC1)Cc1ccccc1-2 was read as Pf apPOL inh -8.0 and mHTT-CaM PPI inh -4.1.
Screening O=C1C(C=Nc2[nH]ncc2-c2ccccc2)=C(O)c2ccccc21 returned Pf apPOL inh -3.7.
O=S1(=O)c2c(NCc3ccco3)cccc2Oc2ccccc2CN1Cc1cn(Cc2ccc(F)cc2)nn1 was read as Pf apPOL inh 2.8 and mHTT-CaM PPI inh 5.8.
`O=S1(=O)c2ccccc2NC(c2ccc(Cl)cc2Cl)N1Cc1ccccc1` (stereo unspecified) gave Pf apPOL inh 1.6 and mHTT-CaM PPI inh 2.0.
`COc1ccc(-n2nc3c(c2NC(=O)Cc2ccc(OC)c(OC)c2)CS(=O)C3)cc1` (stereo unspecified) gave Pf apPOL inh -2.6 and mHTT-CaM PPI inh 1.0.
Screening COc1cc(SC)ccc1C(=O)N1CCCCCC1 returned Pf apPOL inh -4.2 and mHTT-CaM PPI inh 0.2.

10 successive entries out of the list so far, for reference:
Screening O=C(NCCCN1CCOCC1)c1cccc(N2CCNC(c3ccccc3)C2)n1 (stereo unspecified) returned Pf apPOL inh -3.8 and mHTT-CaM PPI inh -2.1.
CCC(C)NS(=O)(=O)c1ccc(F)c(C(=O)Nc2c(F)cc(F)cc2Br)c1 (stereo unspecified) was read as Pf apPOL inh -2.6 and mHTT-CaM PPI inh 0.0.
COc1ccc(CNC(=O)C[C@H]2C(=O)N(Cc3ccc(OC)cc3)C[C@@H]2Cc2ccccc2)cc1 was read as Pf apPOL inh -4.2 and mHTT-CaM PPI inh 22.0.
For COc1ccc(NC(=O)c2ncn(-c3ccccc3C)n2)cc1 the results were Pf apPOL inh -0.6 and mHTT-CaM PPI inh 6.7.
C=CCSc1nc2c(c(=O)[nH]1)C1(CCCC1)Cc1ccccc1-2 was read as Pf apPOL inh -8.0 and mHTT-CaM PPI inh -4.1.
Screening O=C1C(C=Nc2[nH]ncc2-c2ccccc2)=C(O)c2ccccc21 returned Pf apPOL inh -3.7.
O=S1(=O)c2c(NCc3ccco3)cccc2Oc2ccccc2CN1Cc1cn(Cc2ccc(F)cc2)nn1 was read as Pf apPOL inh 2.8 and mHTT-CaM PPI inh 5.8.
`O=S1(=O)c2ccccc2NC(c2ccc(Cl)cc2Cl)N1Cc1ccccc1` (stereo unspecified) gave Pf apPOL inh 1.6 and mHTT-CaM PPI inh 2.0.
`COc1ccc(-n2nc3c(c2NC(=O)Cc2ccc(OC)c(OC)c2)CS(=O)C3)cc1` (stereo unspecified) gave Pf apPOL inh -2.6 and mHTT-CaM PPI inh 1.0.
Screening COc1cc(SC)ccc1C(=O)N1CCCCCC1 returned Pf apPOL inh -4.2 and mHTT-CaM PPI inh 0.2.

Next section:
COc1ccc(/C=C2\SC(=O)N(CN3CCOCC3)C2=O)cc1 was read as Pf apPOL inh -1.4 and mHTT-CaM PPI inh -4.0.
CN=C1S/C(=C\c2cc3c(cc2Br)OCO3)C(=O)N1C was read as Pf apPOL inh -7.1 and mHTT-CaM PPI inh -8.0.
`COCCNC(=O)c1cccc(C2CCCN(C(=O)Nc3ccccc3)C2)c1` (stereo unspecified) gave Pf apPOL inh 5.5 and mHTT-CaM PPI inh -3.1.
`COCCCN1COc2ccc3c(=O)c(-c4ccccc4OC)coc3c2C1` gave Pf apPOL inh -9.1 and mHTT-CaM PPI inh -5.6.
COc1ccc(CNC(=O)c2cc3n(n2)CCCN(Cc2cccc(C)c2)C3=O)c(OC)c1 was read as Pf apPOL inh -0.5 and mHTT-CaM PPI inh 28.5.
`O=C(NCCC1=CCCCC1)C(=O)Nc1ccc(OC(F)(F)F)cc1` gave Pf apPOL inh -5.0 and mHTT-CaM PPI inh -14.4.
`Cc1cc2c(cc1C)CSC1(CC(C)(C)CC1C)SC2` (stereo unspecified) gave Pf apPOL inh -1.0&2.4.
CC(NC(=O)c1cn2c(n1)CCCC2)c1ccccc1 (stereo unspecified) was read as Pf apPOL inh -4.0 and mHTT-CaM PPI inh -8.1.
`Ic1ccc(NCc2cn3ccccc3n2)cc1` gave Pf apPOL inh -4.0 and mHTT-CaM PPI inh 17.5.
`Cc1ccc(-c2csc(NC(=O)C3CC=CCC3C(=O)O)n2)c(C)c1` (stereo unspecified) gave Pf apPOL inh 1.5 and mHTT-CaM PPI inh 0.8.
For O=[N+]([O-])c1ccc(N2CCNCC2)cc1NCc1cccnc1 the results were Pf apPOL inh -0.6 and mHTT-CaM PPI inh 2.9.
`COCCNC(=O)C1CN(C(=O)c2cccs2)CC12CCCCC2` (stereo unspecified) gave Pf apPOL inh 2.4 and mHTT-CaM PPI inh -0.6.
`CCOC(=O)CNC(=O)C1CN(C(=O)c2cccs2)CC12CCCCC2` (stereo unspecified) gave Pf apPOL inh -3.9 and mHTT-CaM PPI inh 2.0.
`CC(=O)C1=C(C)NC(SCc2cccc([N+](=O)[O-])c2)=C(C#N)C1c1ccoc1` (stereo unspecified) gave Pf apPOL inh 0.5 and mHTT-CaM PPI inh 17.9.
`CCN1/C(=C/C=c2\sc3nc4ccccc4n3c2=O)C=Cc2ccccc21` gave Pf apPOL inh 0.2 and mHTT-CaM PPI inh 37.0.
Screening Cc1ccc(N2C=C(C(=O)N3CCCC3)S(=O)(=O)c3ccccc32)cc1F returned Pf apPOL inh -1.0 and mHTT-CaM PPI inh -2.8.
Cc1ccc(NC(=O)C2CC(=O)N(CCc3c[nH]c4ccc(C)cc34)C2)c(C)c1 (stereo unspecified) was read as Pf apPOL inh 3.2 and mHTT-CaM PPI inh 25.3.
CCc1ccc(CN2CCC(c3nc(-c4cnccn4)n[nH]3)CC2)cc1 was read as Pf apPOL inh 4.5 and mHTT-CaM PPI inh 25.1.
